Screening results: PubChem, National Center for Advancing Translational Sciences (NCATS)
DRD3 agonist: activates the human D3 dopamine receptor; D3R DiscoveRx beta-arrestin cells, luminescence, 90 min; max activation, %; P35462; hit rate 0.58% among 410,000; AID 652048; in the data active = max activation above about 30%; note: 0% is about no effect; mostly tested at two doses, the higher about 12 µM
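Cells at 1500/well, incubated overnight, then treated with pinned compounds (dopamine as control) for 90 min at 37 degrees C. DiscoveRx reagent added for 30 - 60 minutes at room temperature; luminescence read.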
pAkt inh: inhibitors of Akt phosphorylation. Neuro2A IGF-stimulated pAkt S473 HTRF, 20 min; stronger effect = lower value. activity change, % for hits at 50 µM. hit rate 0.32% among 360,000; in the data active = activity change below about -80%; inconclusive = mostly about -51% to -80%; note: % is set by controls: 0 for no effect and ±100 for the full control effect
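Neuro2A cells (4,500/well, DMEM with 0.5% FBS) were treated with compound at a single 50 µM final concentration, stimulated with 6 nM IGF for 20 min at 37 °C, and lysed. Phospho-Akt Ser473 was read by HTRF as 665/615 ratio ×10^4.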
DRD3 antagonist: antagonists of human D3 dopamine receptor. max response, negative = inhibition, %. hit rate 2.5% among 360,000. P35462. AID 652054. D3R cells, DiscoveRx beta-arrestin luminescence, antagonist mode; stronger effect = lower value; in the data active = max response below about -50%; inconclusive = no clear call, values can overlap the other calls; note: % is set by controls: 0 for no effect and ±100 for the full control effect; mostly tested at two doses, the higher about 12 µM
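Cells plated overnight at 1500 cells/well, then exposed to library compounds with dopamine controls for 90 minutes at 37 degrees C. DiscoveRx reagent added for 30–60 minutes at room temperature; luminescence read, quantitative HTS format.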
EPAC2 antag: EPAC2 (human) antagonism. Q8WZA2. EPAC2 GEF exchange of Rap1B-BODIPY-GDP, fluorescence. Potency, µM (top dose mostly 114 µM), for inactives: at the highest dose activity, negative = inhibition, usual class: inhibitors. hit rate 0.18% among 360,000; note: potency is the fitted concentration of half-maximal effect; % is set by controls: 0 for no effect and ±100 for the full control effect; nearly all actives have a fitted effect of over 45% in size; many of its hits are not listed in these tables
Target sequence (Q8WZA2 whole entry, looked up): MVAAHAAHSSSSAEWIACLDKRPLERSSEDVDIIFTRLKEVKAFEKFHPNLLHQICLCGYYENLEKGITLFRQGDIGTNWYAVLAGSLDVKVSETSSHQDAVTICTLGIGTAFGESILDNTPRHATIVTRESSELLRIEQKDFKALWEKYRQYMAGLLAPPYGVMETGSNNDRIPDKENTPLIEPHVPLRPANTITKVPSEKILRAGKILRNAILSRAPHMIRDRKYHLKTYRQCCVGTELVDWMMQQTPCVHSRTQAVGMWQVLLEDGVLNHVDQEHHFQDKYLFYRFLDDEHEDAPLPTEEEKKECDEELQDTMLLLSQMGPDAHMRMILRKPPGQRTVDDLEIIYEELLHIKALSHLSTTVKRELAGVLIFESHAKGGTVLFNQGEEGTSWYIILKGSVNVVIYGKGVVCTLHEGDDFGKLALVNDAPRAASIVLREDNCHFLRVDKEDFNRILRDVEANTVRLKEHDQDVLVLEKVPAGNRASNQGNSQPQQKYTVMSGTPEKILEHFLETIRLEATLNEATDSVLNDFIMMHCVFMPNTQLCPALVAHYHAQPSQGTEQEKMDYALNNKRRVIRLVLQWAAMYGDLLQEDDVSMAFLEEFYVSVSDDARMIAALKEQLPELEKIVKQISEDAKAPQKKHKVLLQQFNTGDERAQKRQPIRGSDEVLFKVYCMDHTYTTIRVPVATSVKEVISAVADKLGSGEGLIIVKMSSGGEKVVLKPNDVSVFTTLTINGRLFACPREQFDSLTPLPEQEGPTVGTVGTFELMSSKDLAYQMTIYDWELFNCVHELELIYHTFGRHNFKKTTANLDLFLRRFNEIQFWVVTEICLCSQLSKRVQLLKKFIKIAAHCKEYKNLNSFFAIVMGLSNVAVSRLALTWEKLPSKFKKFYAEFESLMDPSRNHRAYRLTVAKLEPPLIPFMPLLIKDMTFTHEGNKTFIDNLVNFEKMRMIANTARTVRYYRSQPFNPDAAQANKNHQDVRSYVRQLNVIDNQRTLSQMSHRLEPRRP
CCT chaperon mod: changes cytosolic chaperonin activity | activity change, % (no concentration beside the values), hits read low | purified chaperonin ATPase assay, HTRF ADP detection, 30 min | AID 651819 | hit rate 0.3% among 360,000; in the data active = activity change below about -30%; note: % is set by controls: 0 for no effect and ±100 for the full control effect
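ATPase activity: ADP formed was measured by HTRF Transcreener (665/615 nm ratio) after 30 min at 37 deg C with 10 uM ATP. Compounds screened at one 76 uM concentration against 40 or 20 nM TRiC in Tris pH 7.4/KCl/MgCl2/DTT buffer.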
EPAC2 ag: activates human EPAC2 exchange factor. Q8WZA2. EPAC2 activation, biochemical qHTS; response scale: 100% = 6.5 mM cAMP response. Potency, µM (titrated, usually from 154 µM), for the others: at the highest dose activation, most hits filed as activators. hit rate 0.079% among 360,000; note: potency is the fitted concentration of half-maximal effect; nearly all actives have a fitted effect of over 50% in size
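Readout is BODIPY fluorescence (480 nm excitation, 540 nm emission), which falls as labeled GDP is exchanged off Rap1B. EPAC2 at 100 nM acted on 250 nM RAP1B-BODIPY-GDP with 50 uM GDP present.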
PTHR1 agonist: activates the human parathyroid hormone receptor PTHR1. Potency, µM (series often up to 115 µM), for inactives: at the top dose activation, hits mostly activators. hit rate 0.075% among 410,000. Q03431. HEK293 GP2 PTHR1 cells, GloSensor cAMP luminescence, 1 h; note: potency is the fitted concentration of half-maximal effect; nearly all actives have a fitted effect of over 55% in size; some results filed as inactive show a strong effect at the top dose; inactives centre near -15; many of its hits are not listed in these tables
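HEK-293-derived GP2 cells expressing PTHR1 and a GloSensor cAMP reporter, 3,000/well, plated overnight, given luciferin plus IBMX (each 0.5 mM as added) for 1 h at 37 °C, then compound for 1 h at 37 °C. Luminescence was read after 15 min at room temperature.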
Mm-Cpn inhibitor: inhibitors of Methanococcus maripaludis chaperonin (MmCpn); Potency, µM (series often up to 76.9 µM), for inactives: at the highest dose activity, negative = inhibition, actives largely listed as inhibitors; purified Mm-Cpn ATPase, ADP Transcreener TR-FRET; hit rate 0.031% among 330,000; note: potency is the fitted concentration of half-maximal effect; % is set by controls: 0 for no effect and ±100 for the full control effect; nearly all actives have a fitted effect of over 80% in size
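Eu-cryptate anti-ADP/ADP-d2 competition gives a ratio inversely related to ADP. Enzyme at 25 nM was pre-exposed to compound for 10 min, then given 10 uM ATP for 30 min, 37°C throughout.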
Active calls of the source: *; i = inactive; ? = inconclusive; · = no result given; & = joins results of further samples; [ ] = another dose, or the depositor's remark. Unless noted, calls come from the whole dose curve; as a rule, active = well fitted curve in the direction sought with a large enough effect; inconclusive = small, poorly fitted or top-dose-only effect, or another doubt; inactive = no such curve, though single readings can be large; an effect the other way counts as inactive or inconclusive. An excerpt, so the mix of outcomes need not match the whole.

Order of results: pAkt inh	EPAC2 antag	PTHR1 agonist	EPAC2 ag	DRD3 agonist	CCT chaperon mod	DRD3 antagonist	Mm-Cpn inhibitor
(1) Cc1cccc2c1Sc1ccccc1CC2=O
 : i	-5%	22%[57.5 µM]	8%	9	-0.5	-16	-19%
(2) Cn1c(=N)c(S(=O)(=O)c2ccc(F)cc2)cc2c(=O)n3ccccc3nc21
 : i	-1%	-4%	0%	-3	-2.1	17	0%
(3) Cc1nn(-c2ccccc2)c(C)c1C(=O)Nc1ccc(N2CCOCC2)cc1
 : i	22%	i	2%	-4	-1.9	4	-1%
(4) CC(=O)Nc1ccc(NCc2ccc(-c3ccccc3)cc2)cc1
 : i	6%	-8%	1%	12	1.7	28	·
(5) C#CCOc1c(Br)cc(/C=N\NC(=O)CN2CCOCC2)cc1OCC
 : ·	-23%	i	0%[15.6 µM]	1	-5.6	14	0%
(6) O=C(CCCN1C(=O)c2ccccc2C1=O)Nc1ccccc1
 : i	0%	-11%	8%	10	1.7	6	1%
(7) CCOc1ccc(CN(C)Cc2cc(=O)oc3cc(C)c(Cl)cc23)cc1
 : i	-11%	-28%	15%	6	1.0	13	0%
(8) COc1ccc(S(=O)(=O)N2CCOC23CCN(S(=O)(=O)c2cc(C)ccc2C)CC3)cc1
 : i	17%	i	11%	-6	2.6	23	2%
(9) O=C(CCN1C(=O)c2ccccc2C1=O)Nc1ccncc1
 : i	8%	i	16%	-4	0.7	30	-4%
(10) CNc1ncc(C(=O)C(C)(C)C)s1
 : i	28%	i	10%	9	-3.1	4	0%
(11) Cc1ccc(CSCCNC(=O)/C=C/c2ccccc2Cl)cc1
 : ·	-4%	12%[57.5 µM]	6%	2	-3.7	-1	1%
(12) COCCn1c(C)cc(C(=O)CSc2nnc3ccccn23)c1C
 : i	-8%	-12%	15%	-3	-1.8	0	1%
(13) COc1ccc(NC(=O)CSc2nc3c(c(=O)n2-c2ccccc2OC)SCC3)cc1
 : i	0%	i	0%	2	0.5	14	-1%
(14) CCc1ccc(C(=O)NNC(=O)c2n[nH]c(=O)c3ccccc23)cc1
 : i	-6%	30%	1%	-11	0.0	-17	-10%
(15) O=C1CCCC2=C1C(c1ccc(O)c(O)c1)c1c(ccc3ncccc13)N2 (configuration not stated)
 : i	-12%	i	-4%	-1	-2.1	-16	-5%
(16) CCOC(=O)C[C@@H]1OC[C@H](Cc2ccccc2)N1S(=O)(=O)c1ccc(C)cc1
 : i	?	-47%[inhibitor]	-2%	-4	·	9	·
(17) CCCOc1ccc(Cn2c(O)cc(=O)[nH]c2=O)cc1
 : i	6%	i	-4%	2	0.0	-9	-2%
(18) Cc1ccc(S(=O)(=O)NNC(=O)c2ccc3ccccc3n2)cc1
 : i	-1%	-14%	1%	-10	-1.5	-12	0%
(19) O=c1c2ccccc2c(-c2ccc(O)cc2)nn1-c1cccc(C(F)(F)F)c1
 : i	-15%	-33%[inhibitor]	12%	-7	-3.2	-10	-3%
(20) Cc1nc(/C(N)=N/OC(=O)c2ccccc2Cl)c(C(F)(F)F)o1
 : i	-5%	i	0%	8	-2.6	21	-1%
(21) Cc1nnc(NC(=O)CSc2ncc(-c3ccccc3)[nH]2)s1
 : i	4%	i	6%	3	-1.0	15	0%
(22) O=C(NCC1CCCO1)c1cccc(NS(=O)(=O)c2ccc(Br)cc2)c1 (configuration not stated)
 : i	-1%	-6%	0%	-6	-1.1	17	-3%
(23) Cc1nnc(C)n1/N=C/c1cccn1C
 : i	-2%	i	-5%	4	0.0	5	0%
(24) Cc1ccc2c(C)c(C(=O)NCc3ccc(S(N)(=O)=O)cc3)oc2c1C
 : i	?	i	6%	-6	-1.9	-19	-1%
(25) COc1ccc(Cl)cc1-c1n[nH]c(=S)o1
 : i	-1%	i	1%	-5	-2.4	-84*	·
(26) CCOC(=O)c1cnc(-c2ccccc2)nc1Oc1cccc(Cl)c1
 : i	-6%	-47%[inhibitor][57.5 µM]	6%	-13	-2.3	18	-1%
(27) Cc1ccccc1NC(=O)N1CCN(C(=O)c2ccco2)CC1
 : i	9%[57.1 µM]	-23%	14%	1	1.1	-7	2%
(28) O=C(C1CCCO1)N1CCN(C(=S)Nc2ccc(Cl)c(Cl)c2)CC1 (configuration not stated)
 : i	-10%	?	4%	-1	-0.7	-11	-3%
(29) CCCOC(=O)c1cccc(NC(=O)C(C)(C)C)c1
 : i	-2%	i	10%	1	-1.3	4	0%
(30) OC(c1ccccc1)(c1nc(-c2ccccc2)cs1)C(F)(F)F (configuration not stated)
 : i	-21%	i	29%	1	-2.9	-10	·
(31) CSc1ccc(CNC2CC2)cc1
 : i	2%	i	2%	-9	-5.6	-20	-1%
(32) CCn1c(=NC(=O)CSC(C)=O)sc2cc(F)ccc21
 : i	2%	-10%	-11%	-3	0.6	-10	·
(33) CCc1cc(-c2n[nH]c(=S)n2Cc2ccccc2)cs1
 : i	-7%	-27%	-1%	6	-1.5	3	1%
(34) O=C(Nc1ccc(OC(F)F)c(Cl)c1)c1cccc(OC(F)F)c1
 : ·	-10%	i	1%	3	-1.4	11	0%
(35) CCCOC(=O)c1ccc(NC(=O)CCC(=O)OCC)cc1
 : i	-4%	i	-3%	-8	0.7	-2	0%
(36) CCc1nc2oc3ccccc3c(=O)c2c(=O)n1CCOC
 : i	-1%	i	-3%	-1	0.6	10	0%
(37) Cc1ccc2[nH]c(=O)c3cc(C(=O)NCCN4CCN(C)CC4)sc3c2c1
 : i	1%	i	5%	0	1.8	19	1%
(38) CC(=NNC(=S)N1CCN(c2ccccn2)CC1)c1ccccn1
 : i	-1%	i	-11%	4	-2.7	11	·
(39) CC(=O)c1ccc(NC(=O)COC(=O)C2C3CC4OC(=O)C2C4C3)cc1 (configuration not stated)
 : i	-1%	i	4%	-4	-2.0	-11	-1%
(40) Cc1cccc(C)c1NC(=O)Cn1nnnc1N
 : i	8%	0%	3%	0	-0.1	-17	0%
(41) COc1cc(NS(=O)(=O)c2cccc3nsnc23)cc(OC)c1
 : ·	-4%	i	2%	3	-0.6	-64*	-4%
(42) C=CCOc1ccc(/C=C/C(=O)OCC(=O)NCC(=O)Nc2c(C)cc(C)cc2C)cc1
 : i	1%	-5%	3%	0	-5.0	1	0%
(43) CN(Cc1nc(-c2ccccn2)no1)S(=O)(=O)c1ccc(Cl)cc1
 : i	9%	i	8%	-6	-3.1	3	2%
(44) Cc1nc(-c2ccccc2)sc1C(=O)NS(=O)(=O)c1ccc(CN2CCN(c3ccccc3)CC2)cc1
 : i	-12%	-23%	-7%	6	0.9	22	·
(45) O=c1c(-c2ccccc2)c(-c2ccccc2)oc2cc(O)cc(O)c12
 : i	?	-16%	11%	10	0.6	2	1%
(46) CC1(OC(=O)C2CCCC2)C(=O)C=C2C=C(c3ccsc3)N(C3CCCC3)C=C2C1=O (configuration not stated)
 : i	-6%	-12%	-1%	7	0.9	-8	-1%
(47) COc1ccc(C(C)(O)c2nc(-c3ccc(C)c(C)c3)cs2)cc1 (configuration not stated)
 : ·	-21%	-31%[inhibitor]	22%	3	-3.9	-21	·
(48) Cc1ccc(S(=O)(=O)NCCN=Cc2ccc(N(C)C)cc2)cc1
 : i	-3%	-23%	-8%	-4	-2.1	9	?
(49) COCCCNC(=O)C1CCN(S(=O)(=O)c2c(C)noc2/C=C\c2ccc(OC)cc2)CC1
 : ·	-12%	i	-7%	-2	1.7	-21	0%
(50) COc1ccc(C(=O)N(Cc2nc(-c3ccc(C)cc3)no2)C2CCCCC2)cc1OC
 : i	-16%	-1%	15%	-25	-1.4	-28	2%
(51) OC(COCc1ccc(Cl)cc1)CN1CCCCC1 (configuration not stated)
 : ·	4%	i	10%	0	-2.5	-2	?
(52) COc1ccccc1C(=O)Nc1ccc2c(c1)nc(CCNC(C)=O)n2C
 : ?	3%	0%[57.5 µM]	7%	2	-5.1	?	0%
(53) COC(=O)CSc1nnc(COc2cccc3ccccc23)o1
 : i	3%	-6%	8%	-1	2.2	2	-1%
(54) CC(=O)Nc1ccc(NC(=O)C2C3C=CC(C3)C2C(=O)O)cc1 (configuration not stated)
 : i	-1%	i	2%	4	-0.1	1	1%
(55) Cc1ccc(O)c(-c2cc(C(F)(F)F)[nH]n2)c1
 : i	-17%	-94%[inhibitor]	-10%	3	-1.6	15	-1%
(56) CCOC(=O)CCSc1nc2c(c(C(F)(F)F)c1C#N)CCC2
 : ·	-1%	-11%[57.5 µM]	10%	-1	-0.2	?	-15%
(57) COC(=O)CCC(=O)Nc1ccc(Cl)c(Cl)c1
 : i	3%	i	13%	5	-3.7	-8	1%
(58) CCn1c(SCC(=O)Nc2ccc(C)cc2)nc2sc3c(c2c1=O)CCN(C)C3
 : i	-5%	?	3%	-2	0.2	-9	-18%
(59) CCN(CC)S(=O)(=O)c1ccc(OCC(=O)NCc2ccco2)cc1
 : i	4%	-1%	5%	6	-2.2	-5	0%
(60) CCOC(=O)c1cc(-c2ccccc2)n(CC(=O)Nc2cc(OC)cc(OC)c2)c1C
 : i	4%	i	-5%	2	-4.7	-24	-1%

More entries follow:
Order of results: pAkt inh	EPAC2 antag	PTHR1 agonist	EPAC2 ag	DRD3 agonist	CCT chaperon mod	DRD3 antagonist	Mm-Cpn inhibitor
(61) O=C(COc1ccc(Oc2ccccc2)cc1)NC1CCS(=O)(=O)C1 (configuration not stated)
 : i	5%	-20%	2%	9	0.0	3	-1%
(62) COC(=O)C1=C/C=C\CN(C(c2ccccc2)c2ccccc2)/C=C\1C(=O)OC
 : i	?	-16%	6%	2	1.2	6	·
(63) O/N=C(\CN1CCCCC1)c1ccccc1
 : i	0%	i	14%	-7	-0.2	-1	0%
(64) CCOC(=O)c1c(-c2ccc(C)cc2)csc1NC(=O)CCN1CC(C)OC(C)C1 (configuration not stated)
 : i	?	-10%	9%	-2	-2.9	-1	1%
(65) CC(=O)c1ccccc1OCCOCCOCCOc1ccccc1C(C)=O
 : i	-4%	i	10%	-4	-1.8	-6	0%
(66) CCCc1cc(=O)[nH]c(=S)[nH]1
 : i	-14%	16%	8%	-11&0	-2.1	1	1%[15.4 µM]
(67) COc1ccc(-c2nnc(NC(=O)c3ccccc3[N+](=O)[O-])s2)c(OC)c1
 : i	12%	i	-2%	5	-0.8	5	1%
